From PubChem
Lipid droplet = hepatic lipid droplet formation modulation; AML12 mouse hepatocytes, oleate lipid droplets, BODIPY imaging; inhibition, % at 6.5 µM; 240,000 compounds, 0.4% hits; AID 1656;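 active = lipid droplet intensity inhibited by at least 50%, with more than 500 cells counted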
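Material: mouse AML12 hepatocyte cell line, fixed after treatment; Timing: compound with oleate, overnight; Technique: high-content imaging of BODIPY-stained droplets and DAPI nuclei; Probe or stimulus: oleate, 100 µM final; Dosing: compound at 6.5 µM only.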
Dynein cargo inh = dynein cargo transport inhibition; AID 1381; 220,000 compounds, 0.47% hits; z-score, hits read low; 3617.4 mouse cells, GR-EGFP nuclear translocation imaging; test concentration mostly 20 µM; stimulated with dexamethasone, 1 µM; hits give low values;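 active = plate z-score of nuclear minus cytoplasmic receptor signal below a set negative limit, without overly bright fluorescence or cell loss, cut at about -3.5 in these data, passing the limit was not always enough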;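 also: z-score of nuclear minus cytoplasmic ring GR-EGFP intensity difference per well; some compounds called inactive have numbers as strong as hits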
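medium = tetracycline-free induction medium containing charcoal-stripped FBS | probe or stimulus = dexamethasone, 1.0 µM final | timing = 48 h induction, then 1 h compound, then 30 min agonist, 37 °C | detection = automated 10x imaging of fixed Hoechst-stained cells | read-out basis = nuclear versus cytoplasmic GR-EGFP signal, averaged per well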
MT stabilizer = stabilizes microtubules in HeLa cells; HeLa tubulin immunostaining HCS, 24 h; share of cells brighter than vehicle mean+2SD; % tubulin-high responders, % at 10 µM; 200,000 compounds, 0.83% hits;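 active = plate Z-score above 3 for both tubulin-high and condensed-nucleus cell shares, with cell loss under 80%, at 10 µM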;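 also: anti alpha tubulin signal scored within the nucleus-defined area of each cell; some results filed as inactive read as strong as hits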
M1AAP inhibition = P. falciparum M1AAP inhibitors, biochemical, fluorogenic H-Leu-NHMec substrate, 1536-well (AID 1445); 220,000 compounds, 0.42% hits; inhibition, % at 30 µM; hits with a dose series show IC50 in µM; recombinant M1AAP, H-Leu-NHMec fluorogenic kinetic assay; higher % means a stronger effect;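 active = primary inhibition above the hit cutoff, then over 50% inhibition at one or more dose response concentrations, cut at about 23% in these data, passing the limit was not always enough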;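 also: plate controls were DMSO full reaction for no effect and no enzyme background for full effect; strong numbers were not always called active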
ER stress rescue = rescue of cells from ER stress-induced death, primary screen, 384-well, CSM14.1, thapsigargin, ATP luminescence (AID 1222); cellular ATP content (survival), % at 20 µM; hits with a dose series show EC50 in µM; 190,000 tested, under 10 active; CSM14.1 thapsigargin-induced death rescue, ATP luminescence; higher % means a stronger effect;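 active = EC50 below 50 µM in the dose-response confirmation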;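 also: death triggered by thapsigargin at about 15 µM added after 2 h compound pretreatment; cell ATP read after overnight thapsigargin exposure of roughly 18 to 22 hours; normalized against plate controls of thapsigargin alone and 5% DMSO vehicle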
Autophagy mod = modulators of autophagy | MEF GFP-LC3 puncta imaging; test concentration mostly 10 µM | calls only at 10 µM (by protocol) | 190,000 compounds, 0.98% hits | AID 463193;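 active = percentage of spot-positive cells more than 3 SD above its plate mean, without a fluorescence outlier flag or 80% toxicity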;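 also: spot-positive cell cutoff set from DMSO-treated cells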
Insulin prom up = MIN6 insulin promoter up-regulation; MIN6 insulin promoter-GFP reporter, high-content imaging; hits give high values; z-score at 5 µM; 190,000 compounds, 0.3% hits;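 active = z-score above 3 at 5 µM with at least 500 cells counted in the well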
Yfh1-off respiration = mitochondrial function rescue without frataxin homolog – Friedreich's ataxia, plus single-dose screen, dose response (AID 1465); S. cerevisiae Yfh1-off respiration, WST-1 reduction, 72 h; higher fold induction means a stronger effect; one-dose fold induction at 50 µM; EC50 in µM for titrated hits; 220,000 compounds, 0.074% hits;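 active = fold induction of absorbance versus untreated yeast above a set limit, then at least 30% activation at any dose in follow-up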;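 also: activators that raise dye reduction in frataxin-depleted yeast; strong numbers were not always called active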
M17LAP inhibition = P. falciparum M17LAP inhibitors, primary screen, biochemical, fluorogenic H-Leu-NHMec substrate, 1536-well (AID 1619). 220,000 compounds, 0.38% hits. one-dose inhibition, % at 30 µM; IC50 in µM for titrated hits. recombinant M17LAP, H-Leu-NHMec fluorogenic kinetic assay; higher % means a stronger effect;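 active = compound inhibiting the enzyme by more than half at any dose during confirmatory dose-response retesting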;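 also: plate controls were full reaction with DMSO carrier for no effect and no enzyme background for full effect; strong numbers were not always called active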
Dynein cargo inh cytoplasmic EGFP = second read-out of Dynein cargo inh, no call of its own (marks repeat the call); z-score; measured here: cytoplasmic GR-EGFP intensity; hits give high values
Dynein cargo inh nuclear GR-EGFP = further read-out of Dynein cargo inh, marked with its call; z-score; measured here: nuclear GR-EGFP intensity;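 lower value marks the stronger effect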
Dynein cargo inh cell count = recorded beside Dynein cargo inh, whose call it bears; z-score; measured here: cell count per field
Insulin prom up cell count = also measured in Insulin prom up; calls as there; cell count; measured here: cytotoxicity, nuclei count;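 total cells summed across four imaged fields per well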
Lipid droplet cells 6.5 µM = also measured in Lipid droplet; calls as there; cell count; measured here: cell count, cytotoxicity flag;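 cells counted across two imaged fields per well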
MT stabilizer Hoechst-high % = second read-out of MT stabilizer, no call of its own (marks repeat the call); % Hoechst-high responders; measured here: nuclear condensation Hoechst responders;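 share of cells brighter than vehicle mean plus two SD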
MT stabilizer cytotoxicity % = also measured in MT stabilizer; calls as there; toxicity, %; measured here: cytotoxicity by cell density;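 0% = mean cell density of plate MIN control wells and 100% = no cells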
Autophagy mod cell loss 18 h = recorded beside Autophagy mod, whose call it bears; toxicity, %; measured here: cell loss, nuclei count;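 cell loss after 18 h compound exposure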
An asterisk follows results filed as active; i = inactive; / = no result given.

smiles	Lipid droplet	Lipid droplet cells 6.5 µM	Dynein cargo inh	Dynein cargo inh cytoplasmic EGFP	Dynein cargo inh nuclear GR-EGFP	Dynein cargo inh cell count	MT stabilizer	MT stabilizer Hoechst-high %	MT stabilizer cytotoxicity %	M1AAP inhibition	ER stress rescue	Autophagy mod	Autophagy mod cell loss 18 h	Insulin prom up	Insulin prom up cell count	Yfh1-off respiration	M17LAP inhibition
CCO[C@@H]1OC(C(=O)NCc2ccccc2)=C[C@H](c2cn(C(C)=O)c3ccccc23)[C@H]1CCCO	-3	686	0.1	-0.2	0.37	-0.75	2.1	1.6	6.3	2%	6.2%	i	-65	0.2	1274	i	7%
Cn1nc(C(=O)Nc2cccc(C(F)(F)F)c2)c2ccccc2c1=O	/	/	-0.16	-0.38	-0.14	0.19	4.6	1.8	7.6	5%	1.9%	i	5	0.95	1553	/	-3%
COc1cc(C2NC(=S)NC(C)=C2C(=O)Nc2ccc(C)cc2)ccc1O (centres undefined)	-22	709	0.51	-0.26	0.2	-0.54	0.9	1.1	4.5	0%	-0.5%	i	1	/	/	i	10%
Cc1ccc2[nH]c(=O)c(CN(Cc3ccccc3Cl)C(=O)N3CCOCC3)cc2c1	0	773	-0.39	-0.21	-0.2	0.46	1.7	1.3	10	3%	-1.7%	i	-20	0.05	1217	i	-5%
CC1=C(C(=O)OC2CCCC2)C(c2ccc(C)o2)C2=C(CC(c3cccs3)CC2=O)N1 (centres undefined)	-5	774	-1.9	-0.19	-1.3	-0.02	2.3	1.2	11	13%	1.4%	i	5	-0.25	1261	i	9%
C=C(C)C1Cc2cc3ccc(=O)oc3cc2O1 (centres undefined)	7	554	-0.41	-0.24	-0.31	1.1	3.2	2.4	9.3	7%	-1.9%	i	-11	/	/	i	-43%
Cc1ccc(C(=O)NCC(=O)NCC(=O)OCc2ccc(Cl)cc2)cc1	-2	613	0.51	0.18	0.042	-0.31	3.4	2.6	3.9	-4%	-1.8%	i	-37	0.25	1277	i	10%
O=C(O)CCCN1C(=O)/C(=C\c2ccc(-c3nc4ccccc4s3)o2)SC1=S	-14	760	1.6	-0.25	0.92	-0.9	/	/	/	6%	/	/	/	1.9	1016	i	13%
Cc1ccc(CN2CCN(CCCc3ccccc3)CC2CCO)cc1 (centres undefined)	-8	660	-1.4	-0.26	-0.54	0.52	3.9	1.7	7.4	1%	-0.8%	i	11	0.72	1351	i	-4%
COc1ccccc1-c1nnc(NC(=O)c2ccc(S(=O)(=O)N(C)C)cc2)o1	15	810	2.1	-0.14	1.3	-1.4	1.8	2.7	6.6	-6%	-0.5%	i	-7	-1.1	916	i	7%
O=[N+]([O-])c1cnccc1Nc1ccc(Cl)cc1	19	740	0.95	-0.28	0.35	0.2	/	/	/	3%	/	/	/	-0.25	1116	i	-6%
COC(=O)c1ccc(NC(=O)CSC2=Nc3ccccc3C3CC=NN23)cc1 (centres undefined)	8	796	-0.64	0.15	0.039	-0.049	2.2	2.3	5.1	10%	0.8%	i	29	/	/	i	6%
COc1ccc(CC(=O)N2CC3(C)CC2CC(C)(C)C3)cc1OC (centres undefined)	/	/	-0.59	-0.27	0.11	-0.23	4.1	2.7	7.3	-4%	-1.3%	i	5	0.6	1103	i	-1%
CCOc1ccc(-c2csc(N)c2C(=O)OC)cc1	-17	789	2.6	0.09	1.8	-1.2	1.7	1.2	7.5	-3%	-2.0%	i	10	1.1	821	i	30%
Cc1onc(NC(=O)CSCC(=O)O)c1Br	-4	722	-0.53	0.53	-0.19	0.17	/	/	/	3%	/	/	/	/	/	i	11%

Brought forward from above: 2 entries; new compounds follow.
smiles	Lipid droplet	Lipid droplet cells 6.5 µM	Dynein cargo inh	Dynein cargo inh cytoplasmic EGFP	Dynein cargo inh nuclear GR-EGFP	Dynein cargo inh cell count	MT stabilizer	MT stabilizer Hoechst-high %	MT stabilizer cytotoxicity %	M1AAP inhibition	ER stress rescue	Autophagy mod	Autophagy mod cell loss 18 h	Insulin prom up	Insulin prom up cell count	Yfh1-off respiration	M17LAP inhibition
CCOc1ccc(-c2csc(N)c2C(=O)OC)cc1	-17	789	2.6	0.09	1.8	-1.2	1.7	1.2	7.5	-3%	-2.0%	i	10	1.1	821	i	30%
Cc1onc(NC(=O)CSCC(=O)O)c1Br	-4	722	-0.53	0.53	-0.19	0.17	/	/	/	3%	/	/	/	/	/	i	11%
Cc1cc(C)n2nc(SCC(=O)c3cccs3)nc2n1	-1	728	-0.55	-0.33	0.041	1	7.4	2.9	12	7%	0.1%	i	13	0.23	1522	i	6%
O=[N+]([O-])c1ccc(/C=C/c2nc3ccc([N+](=O)[O-])cc3[nH]2)cc1	-40	499	-0.84	-0.25	-0.63	0.76	3.5	1.3	3.4	7%	-3.4%	i	-2	-1.1	1075	/	-3%
CCn1cc(C(=O)O)c(=O)c2cnc(N3CCN(C(=S)Nc4ccc(F)cc4)CC3)nc21	/	/	1	-0.29	0.24	-0.41	/	/	/	-5%	/	/	/	-3.2	958	i	2%
O=C(Cc1ccc([N+](=O)[O-])cc1)NCC1CCCO1 (centres undefined)	-15	727	0.28	-0.27	0.22	0.0026	2.0	2.2	7.2	3%	-1.4%	i	25	-0.05	1663	i	6%
Cc1ccc(C(=O)O)cc1Nc1ncnc2sc3c(c12)CCC3	10	712	0.72	-0.24	1.2	-1.2	/	/	/	4%	/	/	/	0.21	1037	i	-7%
O=C(NCCC1=CCCCC1)C1CCN(c2nnc(-n3cccc3)s2)CC1	15	684	0.56	-0.18	0.47	0.16	6.6	1.6	8.8	11%	/	i	-11	/	/	i	10%
Cc1nnc(SCc2ccc(C(=O)O)cc2)s1	17	819	-0.99	-0.31	-0.67	0.79	2.1	1.8	9.3	-2%	0.2%	i	-7	/	/	i	-3%
CCN1CCCC1CNS(=O)(=O)c1ccc(C(=O)Nc2ccccc2)cc1 (centres undefined)	0	712	-0.31	-0.19	-0.28	0.79	3.0	2.8	9.1	-1%	0.2%	i	-4	-0.87	1304	i	-13%
COc1ccccc1C(=O)N1CCN(c2cccc(C(F)(F)F)c2)CC1	/	/	0.52	-0.098	0.46	-2	35*	18*	64*	2%	-0.4%	i	3	-0.29	1005	/	5%
COc1ccc(OCC(=O)N2c3ccccc3CCc3ccccc32)cc1	-11	707	-0.24	-0.25	-0.16	-0.16	3.8	0.9	8.5	10%	-2.6%	i	2	-1.1	1334	i	9%
COc1ccc(-c2nn(-c3ccccc3)cc2CN(C)CCn2ccnc2C)c(F)c1	-20	694	0.5	-0.21	0.12	0.36	/	/	/	5%	/	/	/	-0.18	1006	i	0%
CCC(=O)c1ccc(OCC(O)CN2CCCCC2)cc1 (centres undefined)	/	/	-2.4	0.44	-2.2	-0.55	4.5	1.1	6.1	0%	-2.1%	i	2	/	/	i	6%
Nn1c(SCc2cccc(F)c2)nnc1-c1ccncc1	5	715	0.36	-0.2	0.14	0.84	/	/	/	6%	/	/	/	-0.03	1076	i	-16%
N=c1c2c3c(sc2ncn1CCCO)CCCC3	3	719	-0.73	-0.23	-0.27	0.85	4.1	2.1	2.6	-1%	-1.2%	i	1	/	/	i	-4%
COc1ccc(-c2c(N)nnc3c2[nH]c2ccccc23)cc1OC	/	/	-0.99	0.14	-0.3	0.49	3.4	4.0	7.2	7%	-0.9%	i	6	-0.55	1202	/	-17%
CCC(C)NC(=O)c1cnn2c(C)c3c(nc12)CCCC3 (centres undefined)	/	/	-0.85	-0.065	-0.42	0.16	2.0	2.9	7.3	8%	-1.9%	i	-3	0.53	1450	i	-17%
Cn1cnc([N+](=O)[O-])c1Sc1nc2ccccc2[nH]1	-2	674	-1.5	-0.03	-0.63	0.34	/	/	/	1%	/	/	/	-1.2	1241	i	-8%
Cn1nnnc1SCC(=O)NC1CCCCC1	14	641	1.4	2.4	2.2	-1.5	2.8	0.4	32	0%	-0.8%	i	-2	0.58	1609	i	4%
CCOc1nc(-c2ccccc2)ccc1-c1noc(COc2ccccc2)n1	/	/	1.1	-0.18	0.89	-0.16	3.2	3.4	13	2%	-0.6%	i	-9	0.7	1448	i	-4%
CCOP(=O)(OCC)/C(C#N)=C(\O)c1ccc(OC)cc1	0	734	0.75	-0.26	1.4	-1.3	/	/	/	-5%	/	/	/	0.42	974	i	-2%
CN(C)c1ccc(/C=N/N2C(=O)c3ccccc3C2=O)cc1	40	623	0.34	0.017	1.1	-1.1	/	/	/	14%	/	/	/	1.2	980	i	12%
Cc1ccc(CN(Cc2cc3cccc(C)c3[nH]c2=O)C(=O)N(C)C)cc1	-9	700	/	/	/	/	/	/	/	/	-1.6%	/	/	0.12	1286	i	/
O=CNC(n1cnc2c(N3CCOCC3)ncnc21)C(Cl)(Cl)Cl (centres undefined)	5	713	0.56	-0.17	0.9	-0.39	/	/	/	-6%	/	/	/	-1.2	1061	i	-9%
COc1ccc(/C=N/NC(=O)CN2CCSCC2)cc1C	8	701	0.56	-0.22	0.4	-0.18	2.2	1.9	4.3	-3%	0.1%	i	6	0.5	1107	i	42%
